Diaph inh CS: diaphorase inhibitors and chemical oxidizers, primary screen, counter-screen for diaphorase-coupled primary assays, biochemical, uHTS, resorufin fluorescence; diaphorase resazurin-to-resorufin fluorescence, NADH, 16 min; bacterial (C. kluyveri) enzyme, not human; inhibition, % at 20 µM; 190,000 tested, 0.69% active; AID 1217, 2008;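 active = primary screen inhibition at 20 µM above a set limit, cut at about 50% in these data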;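 note: plate controls were DMSO with full reaction for no effect and wells lacking NADH for full effect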
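System: Diaphorase enzyme from Clostridium kluyveri | Amount: Enzyme working solution with 0.14 U/mL diaphorase | Benchmarks: No-NADH positive control and DMSO neutral control | Signal: Fluorescence of resorufin formed from resazurin, Ex 544/Em 590 nm | Schedule: 16-min room-temperature incubation before reading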
S1P3 antag: S1P3 receptor antagonists, primary screen, cell-based. CHO S1P3 NFAT-BLA reporter, FRET fluorescence, antagonist mode. inhibition, % at 4.98 µM. 170,000 tested, 0.27% active. AID 485, 2006;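 active = inhibition above the plate cutoff, the mean inhibition of test wells on that plate plus 3 SD, cut at about 28% in these data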;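 note: cells challenged with S1P at its EC80 of 0.8 µM; blue over green emission ratio from cleaved BLA substrate after 4 h stimulation; 0% = S1P-stimulated wells and 100% = unstimulated DMSO-only wells; some compounds past the cut are filed as inactive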
TLR4-MyD88 BLA: inhibitors of TLR4-MyD88 association in cells, primary screen, cell-based, HeLa CL3-4, BLA complementation, FRET ratio; Toll-like receptor 4 (Homo sapiens) + Myeloid differentiation primary response protein …; HeLa CL3-4 TLR4/MyD88 BLA complementation; inhibition, % at 8.4 µM; 200,000 tested, 0.18% active; AID 861, 2007; in the data active = inhibition above about 25%;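 note: 0% = vehicle and 100% = reference inhibitor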
Target sequence (O00206 whole entry, looked up): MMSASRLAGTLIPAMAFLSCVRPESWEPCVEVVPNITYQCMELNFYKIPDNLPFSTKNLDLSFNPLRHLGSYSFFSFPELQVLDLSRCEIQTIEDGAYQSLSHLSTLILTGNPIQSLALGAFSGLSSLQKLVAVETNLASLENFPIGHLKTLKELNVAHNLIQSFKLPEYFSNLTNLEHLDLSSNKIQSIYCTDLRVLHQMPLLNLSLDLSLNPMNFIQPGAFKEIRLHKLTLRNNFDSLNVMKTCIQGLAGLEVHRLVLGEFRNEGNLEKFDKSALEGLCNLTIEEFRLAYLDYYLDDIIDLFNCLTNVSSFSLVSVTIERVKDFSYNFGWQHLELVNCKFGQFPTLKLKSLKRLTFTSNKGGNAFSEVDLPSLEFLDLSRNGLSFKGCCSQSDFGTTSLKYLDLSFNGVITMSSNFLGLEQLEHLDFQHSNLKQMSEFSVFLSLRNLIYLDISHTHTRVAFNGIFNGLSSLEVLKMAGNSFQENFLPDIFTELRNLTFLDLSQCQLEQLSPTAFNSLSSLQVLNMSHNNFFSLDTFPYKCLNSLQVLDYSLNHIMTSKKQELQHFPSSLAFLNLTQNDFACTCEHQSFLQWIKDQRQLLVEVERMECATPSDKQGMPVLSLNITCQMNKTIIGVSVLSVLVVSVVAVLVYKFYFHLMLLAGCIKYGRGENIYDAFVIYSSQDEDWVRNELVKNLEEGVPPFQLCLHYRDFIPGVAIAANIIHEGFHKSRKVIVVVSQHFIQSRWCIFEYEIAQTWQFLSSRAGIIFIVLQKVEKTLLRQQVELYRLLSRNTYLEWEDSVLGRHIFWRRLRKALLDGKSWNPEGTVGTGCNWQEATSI
Target sequence (Q99836 whole entry, looked up): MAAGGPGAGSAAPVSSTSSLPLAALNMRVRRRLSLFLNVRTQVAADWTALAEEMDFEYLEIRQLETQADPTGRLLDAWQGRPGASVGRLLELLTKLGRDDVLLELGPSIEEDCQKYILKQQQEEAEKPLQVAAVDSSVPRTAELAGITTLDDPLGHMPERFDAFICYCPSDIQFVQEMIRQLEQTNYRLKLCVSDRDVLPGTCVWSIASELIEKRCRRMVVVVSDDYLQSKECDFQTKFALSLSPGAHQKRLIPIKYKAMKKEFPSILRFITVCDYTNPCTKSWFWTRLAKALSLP
PMI act hi M6P: human PMI activators, high substrate, primary screen, biochemical, fluorescence intensity, near-saturating mannose 6-phosphate. Mannose-6-phosphate isomerase (Homo sapiens), P34949. coupled PMI enzyme assay, resazurin fluorescence, 20 min; active compounds read high; 1 = untreated enzyme, 0 = substrate-free blank. activation factor at 20 µM. 190,000 tested, 0.34% active. AID 1216, 2008;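 active = activation factor of 2 or more at 20 µM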
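Test system: human PMI in coupled enzyme assay; Input: PMI at 15 ng/mL final; Medium: HEPES buffer, pH 7.4; Schedule: 20 min incubation at room temperature; Technique: resorufin fluorescence at Ex 544/Em 590 nm; Compound: 20 µM single dose; Probe or stimulus: Near-saturating mannose-6-phosphate, 1.0 mM.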
PMI activator: activators of human PMI, primary screen, biochemical, fluorescence intensity, near-Km mannose 6-phosphate; Mannose-6-phosphate isomerase (Homo sapiens), P34949; purified human PMI, coupled resazurin fluorescence, 20 min; active compounds read high; 1 = vehicle control, 0 substrate-free wells; activation factor at 20 µM; 190,000 tested, 0.005% active; AID 1214, 2008;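 active = activation factor of 2 or more at 20 µM, relative to plate controls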
Redox H2O2 prof: compounds producing H2O2 with reducing agent – biochemical, NIH compound library profiling, artefact control for MLSCN library redox annotation, primary screen | DTT-dependent redox cycling H2O2, phenol red/HRP absorbance; 100% = 100 µM peroxide control, 0% = buffer | activation, % at 10 µM | 200,000 tested, 0.03% active;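 active = activation of at least 50% relative to the plate's high and low controls in the primary single-dose screen; inactive = activation below 50%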;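 note: compound incubated with DTT at 0.8 mM final as the reducing agent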
G6PDH CS: L. mesenteroides G6PDH inhibitors, counter-screen for G6PDH-coupled screening assays, biochemical, Leuconostoc mesenteroides enzyme | AID 1020, 2008 | 200,000 tested, 0.12% active | inhibition, % at 5 µM | Purified L. mesenteroides G6PDH, diaphorase/resazurin coupled fluorescence, 45 min | glucose-6-phosphate dehydrogenase [Leuconostoc mesenteroides]
Diaphorase act: compounds boosting diaphorase resazurin reduction – biochemical, uHTS, resorufin fluorescence, counter-screen for diaphorase-coupled primary assays, primary screen; Diaphorase/resazurin coupled assay, 16 min; active compounds read high; 1 = vehicle wells, 0 = NADH-free wells; activation factor at 20 µM; 190,000 tested, 0.005% active;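 active = diaphorase activity raised at least twofold by the compound at 20 µM; inactive = activation factor below 2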
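Material: Clostridium kluyveri diaphorase, purified enzyme; Quantity: enzyme 0.07 U/mL final; Medium: HEPES pH 7.4 buffer with MgCl2 and Tween 20; Dosing: single compound dose of 20 µM, 1% DMSO final; Schedule: 16 min reaction at room temperature; Measured by: red resorufin fluorescence at 544/590 nm excitation/emission.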
Hsp70 activator: Hsp70 transcriptional activators, primary screen, cell-based, HeLa, Hsp70 promoter luciferase, luminescence, 10 µM; HeLa Hsp70 promoter luciferase reporter; scaled: vehicle 0, proteasome-inhibitor control 100%; activation, % at 10 µM; 200,000 tested, 0.04% active; AID 1203, 2008;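 active = activation above the mean across all tested compounds plus 3 SD, cutoff set per campaign, cut at about 5.5% in these data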;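 note: 100% = MG132 at 30 µM as the positive control and 0% = DMSO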
RAM network inh: inhibitors of the yeast RAM network, primary screen, dse1pr::URA3 reporter, 5-FOA selection; S. cerevisiae dse1pr::URA3 reporter, 5-FOA growth OD615, 2 d; analog-sensitive cbk1-as2 kinase mutant strain; inhibition, % at 50 µM; 190,000 tested, 1.8% active; AID 868, 2007;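 active = inhibition above a set limit, 3 SD over mean compound inhibition, cut at about 8.4% in these data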;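 note: 0% = DMSO-only wells with no growth and 100% = 10 µM 1-NA-PP1 full growth; inhibition rescues growth on 5-FOA so higher OD means more RAM inhibition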
L major viab: Leishmania major promastigote growth inhibition, primary screen; Leishmania major promastigotes, resazurin fluorescence viability; inhibition, % at 10 µM; 200,000 tested, 9% active; AID 1063, 2008;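 note: promastigotes grown with compound for 44 hours at 28 °C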
Starred values were filed as active, the others as inactive; . = no result given. Cut-off read from the data, not from the text of the source, unless noted: active = inhibition above about 50%; inactive = the rest.

SMILES	Diaph inh CS	S1P3 antag	TLR4-MyD88 BLA	PMI act hi M6P	PMI activator	Redox H2O2 prof	G6PDH CS	Diaphorase act	Hsp70 activator	RAM network inh	L major viab
CC(C(=O)Nc1ccc(S(N)(=O)=O)cc1)N1CCc2ccccc21 (stereo not drawn)	3	-17	-9	0.9	1	0.0	5	1	-0.1	1.6	0
O=c1oc(-c2cccc(Cl)c2)nc2c1cnn2-c1ccccc1	9	.	4	0.9	0.9	0.4	2	0.9	-0.2	1.6	-5
Cn1c(CCNC(=O)C(C)(C)C)nc2ccccc21	0	.	-5	1	1.1	-0.7	8	1	0.3	1.8	-4
CC(C)N1C(=O)CCC1C(=O)O (stereo not drawn)	4	-19	1	1.1	1.1	-0.1	2	1	0.0	-0.3	-4
COc1cc(C(=O)N2CCN(C(=O)c3ccco3)CC2)c([N+](=O)[O-])cc1OC	-5	-2	-20	1	1	0.3	0	1	0.0	-0.6	-8
COc1ccc(N2CCN(Cc3nnnn3C3CCCCC3)CC2)cc1	-2	-11	2	0.8	0.9	-0.1	11	1	-0.3	0.0	0
CC(O)Cc1cn([C@@H](CCCCNC(=O)OC(C)(C)C)C(=O)N2CCN(C(=O)OC(C)(C)C)CC2)nn1 (stereo partly drawn)	28	6	3	1	0.9	-1.2	3	0.7	0.0	1.2	-6
O=C(NC(=S)N(CC1CCC1)CC1CCCO1)c1cccc([N+](=O)[O-])c1 (stereo not drawn)	11	-12	0	1.2	1	-0.4	9	0.9	-0.3	1.3	1
COCCCn1nnnc1SCC(=O)N1CCN(C(=O)c2ccco2)CC1	9	-19	-2	0.9	1	-0.9	7	0.9	-0.3	1.5	-10
CCOc1ccccc1NC(=O)C(NCCN(C)C)c1ccccc1 (stereo not drawn)	15	-31	5	1.1	1.1	-1.0	4	0.9	-0.2	0.9	4
Cc1ccc(-c2nn(C)c(=O)c3ccccc23)cc1CNC(=O)/C=C/c1ccccc1	-7	.	-9	1.4	1.2	1.4	0	1.1	-0.4	5.1	14
Cn1c(SCC#N)nnc1-c1ccc2c(c1)OCO2	5	.	13	1	1	0.3	3	1	0.0	2.2	-3
COc1cc(S(=O)(=O)NCc2ccccc2)ccc1F	14	3	14	0.9	0.9	1.1	1	0.9	-0.2	2.0	-4
O=C(O)C1CCC(=O)N1Cc1ccc(F)cc1 (stereo not drawn)	4	.	-6	1	1	0.1	-7	1	-0.4	0.4	-5
Cc1c(N=C/C=C/c2ccccc2)cnn1C	1	.	-12	1	1.1	0.0	10	1	-0.4	4.0	8
COc1ccc(C(c2nnnn2C(C)(C)C)N2CCN(c3nc4ccccc4s3)CC2)cc1 (stereo not drawn)	24	18	-5	1	0.9	-0.6	8	0.8	-0.2	1.9	57*
O=C(COC(=O)CCC(=O)c1cccs1)Nc1ncc(Cl)cc1Cl	7	-3	10	1.1	1.4	0.2	-5	0.9	-0.3	-0.6	-5
CSc1ncc(CN2CCN(CC=C(C)C)C(CCO)C2)cn1 (stereo not drawn)	13	13	9	1	1	-1.0	2	0.9	-0.1	0.5	-3
Cc1ccc(-c2nn(-c3ccccc3)cc2C(N)=O)o1	16	3	-11	0.9	1	-0.3	12	0.8	-0.2	-0.9	-4
COc1ccc(OC)c(NC(=O)CSc2nnnn2-c2ccccc2F)c1	11	-4	3	1	1.1	-6.4	4	0.9	-0.3	3.9	-3

Continued (two carried over from the part before).
SMILES	Diaph inh CS	S1P3 antag	TLR4-MyD88 BLA	PMI act hi M6P	PMI activator	Redox H2O2 prof	G6PDH CS	Diaphorase act	Hsp70 activator	RAM network inh	L major viab
Cc1ccc(-c2nn(-c3ccccc3)cc2C(N)=O)o1	16	3	-11	0.9	1	-0.3	12	0.8	-0.2	-0.9	-4
COc1ccc(OC)c(NC(=O)CSc2nnnn2-c2ccccc2F)c1	11	-4	3	1	1.1	-6.4	4	0.9	-0.3	3.9	-3
C=CCC(C(=O)OC)(C(=O)OC)c1ccccc1[N+](=O)[O-]	5	-1	12	1	1.1	-0.2	11	0.9	0.1	-0.8	0
CC(=O)c1cccc(NC(=O)CC2S/C(=N/N=C/c3ccccc3)NC2=O)c1 (stereo not drawn)	0	3	14	1.1	1.1	0.5	6	1	-0.3	0.6	-4
Cc1ccc(NC(=O)CC2S/C(=N/N=C3/NC(=O)CS3)NC2=O)cc1 (stereo not drawn)	21	-5	-3	0.6	0.9	4.2	6	0.8	-0.2	4.8	-8
O=C(CNC(=O)Cn1ccc2ccccc2c1=O)NCCCN1CCCCCC1	7	.	-3	0.9	0.8	-0.4	0	0.9	-0.3	0.8	-6
CCOc1ccc(-n2nc3ccc(NC(=O)c4ccc5c(c4)OCCO5)cc3n2)cc1	-5	.	2	1.1	1.1	0.8	-3	1	-0.1	2.3	-3
Cc1ccc2cc(/C=N/NC(=O)c3ccc(F)cc3)c(Cl)nc2c1	-14	-10	0	1.1	1.1	-0.4	0	1.1	-0.2	2.9	-4
CN(C)CCCn1c(NCc2ccc3c(c2)OCO3)nc2ccccc21	-7	.	-17	1.1	1.1	-0.1	11	1.1	-0.3	0.8	66*
O=C(Nc1cccc2ccccc12)N1CCN(c2ccc(F)cc2)CC1	13	12	1	1	1	4.2	8	0.9	-0.5	4.3	-1
CN(C)CCNC(CC(=O)Nc1ccc(Cl)c(Cl)c1)C(=O)O (stereo not drawn)	.	-22	-3	.	.	0.6	.	.	0.1	.	-6
COC(=O)C1=C(C)N(Cc2ccc(OC)c(OC)c2)C(=O)C1	19	.	-4	0.9	1	2.0	1	0.8	-0.3	0.5	-3
Cc1nc(NC(=O)c2cccc(Cl)c2)sc1-c1csc(Nc2cccc(Cl)c2)n1	11	.	-3	1	1	-5.1	-1	0.9	-0.2	3.0	6
N#CCSc1nc2ccccc2c(=O)n1CCCC(=O)NCc1ccco1	5	-6	11	1	1.1	0.0	2	0.9	-0.1	3.7	-4
CCOC(=O)c1ccc(COC(=O)CNC(=O)CNC(=O)c2ccc(OC)cc2)o1	13	-23	4	0.9	0.9	0.0	2	0.9	-0.2	1.7	-1
COc1ccc(-n2nnnc2SCC(=O)Nc2nnn(C)n2)cc1	-4	.	0	1.1	1.1	0.5	-4	1	-0.1	2.1	-5
CC(=O)OCC1OC(c2ccccc2)C(OC(C)=O)C(OC(C)=O)C1OC(C)=O (stereo not drawn)	-7	13	-6	1	1	0.8	19	1.1	0.3	2.7	-5
O=C1c2ccccc2C(Nc2ccc(F)cc2F)N1CCN1CCOCC1 (stereo not drawn)	6	-15	-6	1	0.9	-0.1	3	0.9	-0.1	1.6	-8
O=[N+]([O-])c1cccc(C2Nc3cccc4cccc(c34)N2)c1	33	3	-7	1.1	1.1	-0.2	-11	0.7	1.5	7.4	-3
CCOc1cc(C(=O)Nc2ccc(NC(C)=O)cc2)ccc1OCC(=O)N1CCCCC1	13	2	7	0.9	0.8	-0.5	8	0.9	-0.2	2.0	2
c1csc(-c2nn3cnnc3c3ccccc23)c1	-1	-8	-8	1	1	-0.2	1	1	1.0	1.9	0
CC(=C1C(=O)c2ccccc2C1=O)N1CCN(CCN=CC2=C(O)CC(C)(C)CC2=O)CC1	11	-8	0	0.8	1	-0.4	1	0.9	-0.1	-1.8	11
Cc1ccccc1-c1nn(-c2ccc(F)cc2F)cc1CNCCN(C)C	-20	-4	-15	0.9	0.8	-1.3	13	1.2	-0.1	0.1	74*
CC(C)CNC(=O)C(=O)NCCCN1CCOCC1	4	-5	-3	0.9	0.9	-0.3	7	1	-0.3	0.6	5
Cc1[nH]nc2c1C(c1ccc(OC(=O)c3ccco3)cc1)C(C#N)=C(N)O2 (stereo not drawn)	13	9	8	1	1.1	-5.9	8	0.9	-0.3	1.4	19
CN1C=C(C(F)(F)F)C=C/C1=C(\C#N)c1nnc2n1CCCCC2	15	4	12	0.9	1.1	1.6	18	0.8	0.2	-0.7	4
COc1ccc(CCNc2nc(C)nc3c2oc2ccccc23)cc1OC	2	.	-1	1.1	1.1	-0.1	8	1	-0.4	2.1	26
CCCn1cc(CN2CCCC(CNC(=O)c3ccc(F)cc3)C2)c(C)n1 (stereo not drawn)	-10	7	-8	1	0.9	-0.1	9	1.1	-0.2	4.5	-2
CCOc1ccc(NC(=S)N2CCCN(Cc3cc(C)ccc3C)C2)cc1	-5	-1	10	1	1	0.1	3	1.1	0.0	0.5	39
CCn1cc(C(=O)O)c(=O)c2cc(Br)ccc21	11	.	-2	0.9	0.9	0.1	5	0.9	0.2	0.9	-12
CCn1c(O)c(C2=c3ccccc3=NC2=O)c2cc(Br)ccc21	-19	-17	-2	1.1	1	0.0	1	1.2	0.2	3.7	100*
O=C(O)C1(NS(=O)(=O)c2ccc(Cl)cc2)CCCCC1	5	.	4	1.1	1	0.2	4	0.9	0.2	-0.7	-4
Clc1ccccc1CO/N=C1\CCCc2nonc21	18	-7	-3	0.9	0.9	-0.1	6	0.8	0.1	1.6	-7
O=C(/C=C/c1ccccc1)NC(=S)Nc1ccc(CN2CCOCC2)cc1	27	-9	10	0.9	0.8	0.3	6	0.7	-0.1	1.5	21
CCc1c(C)nc(Nc2nc(C)c3ccc(OC)cc3n2)[nH]c1=O	2	.	-6	1	1	0.5	-1	1	-0.1	0.7	94*
COc1ccc(-c2nc(SCc3ccccc3)n(S(C)(=O)=O)n2)cc1	16	.	11	1	1	-3.9	13	0.8	-0.3	-1.0	0
